KCNH2 3.1 block: blocks the human KCNH2 3.1 channel isoform. activity change, % (tested at about 1.8 µM). actives 0.95% (n = 340,000). U2OS KCNH2 3.1, thallium flux FluxOr; active compounds read low;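 active = maximum activity change below -70%; inconclusive = maximum activity change from -70% to -50%; inactive = maximum activity change above -50%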;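 note: thallium influx rate constant from kinetic fluorescence after stimulation buffer; % is set by controls: 0 for no effect and ±100 for the full control effect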
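Measured as rate of thallium-driven FluxOr signal in transduced U2OS cells carrying the 3.1 channel, read kinetically for 2 min upon stimulation; values are rate constants scaled to DMSO control wells.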
AT treatment: potential ataxia-telangiectasia treatments restoring KAP-1 phosphorylation. actives 0.19% (n = 320,000). […] A-T fibroblasts, KAP-1 phosphorylation AlphaLISA; neocarzinostatin DNA damage 30 min before lysis. Potency, µM (titrated, usually from 57.5 µM), inactives show at the highest dose activation, usual class: activators; note: potency is the fitted concentration of half-maximal effect; % of control where 0% means no effect; nearly all actives have a fitted effect of over 45% in size
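hTERT-immortalized A-T patient fibroblasts ([…]), 500 cells/well in OPTI-MEM, 1% FBS, got compounds for 60 min, then NCS for 30 min at 37C. Lysates were then assayed for phospho-KAP-1 by AlphaLISA (anti-pKAP1 donor, anti-KAP1 acceptor beads), 6 hr at 25C.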
KCNH2 WT inh: inhibitors of human wildtype KCNH2 potassium channel; Q12809; U2OS, BacMam KCNH2, thallium flux FluxOr; active compounds read low; activity change, % at 1.84 µM; actives 0.37% (n = 340,000); AID 720551;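 active = maximum activity change below -70%; inconclusive = maximum activity change between -70% and -50%; inactive = maximum activity change above -50%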; note: % is set by controls: 0 for no effect and ±100 for the full control effect
Target sequence (Q12809 whole entry, looked up): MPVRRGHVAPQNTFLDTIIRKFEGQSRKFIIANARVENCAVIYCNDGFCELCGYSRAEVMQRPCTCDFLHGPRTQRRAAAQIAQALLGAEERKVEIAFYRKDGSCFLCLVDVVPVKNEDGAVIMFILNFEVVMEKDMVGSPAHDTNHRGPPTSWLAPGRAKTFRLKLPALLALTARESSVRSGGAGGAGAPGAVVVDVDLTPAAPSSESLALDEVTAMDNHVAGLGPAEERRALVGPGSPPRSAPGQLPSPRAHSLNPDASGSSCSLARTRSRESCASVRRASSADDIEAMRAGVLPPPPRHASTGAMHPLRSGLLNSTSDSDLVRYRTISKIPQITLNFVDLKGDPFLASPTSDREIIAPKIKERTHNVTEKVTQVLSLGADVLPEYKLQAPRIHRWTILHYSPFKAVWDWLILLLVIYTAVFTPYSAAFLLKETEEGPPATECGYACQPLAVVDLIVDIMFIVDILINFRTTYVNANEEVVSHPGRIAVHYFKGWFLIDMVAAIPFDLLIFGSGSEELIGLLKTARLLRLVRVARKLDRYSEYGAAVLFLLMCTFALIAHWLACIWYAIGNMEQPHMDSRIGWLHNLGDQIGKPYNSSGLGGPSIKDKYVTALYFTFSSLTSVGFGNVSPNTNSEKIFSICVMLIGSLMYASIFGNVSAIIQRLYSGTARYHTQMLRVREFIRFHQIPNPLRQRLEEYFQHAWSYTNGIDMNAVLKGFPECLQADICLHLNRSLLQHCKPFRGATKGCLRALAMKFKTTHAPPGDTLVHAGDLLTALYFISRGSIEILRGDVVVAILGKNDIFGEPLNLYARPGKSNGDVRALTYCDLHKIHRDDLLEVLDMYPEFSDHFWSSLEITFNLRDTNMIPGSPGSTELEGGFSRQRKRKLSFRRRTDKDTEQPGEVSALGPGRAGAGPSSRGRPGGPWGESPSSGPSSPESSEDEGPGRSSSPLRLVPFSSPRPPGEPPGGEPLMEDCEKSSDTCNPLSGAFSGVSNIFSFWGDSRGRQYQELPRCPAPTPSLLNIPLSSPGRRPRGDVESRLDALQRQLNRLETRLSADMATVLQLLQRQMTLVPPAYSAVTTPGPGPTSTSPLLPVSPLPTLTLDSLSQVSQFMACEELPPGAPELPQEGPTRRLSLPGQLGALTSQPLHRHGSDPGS
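U2OS cells transduced with wild-type KCNH2 virus are loaded with FluxOr dye for 45 min, and thallium flux is measured in kinetic reads before and after stimulation buffer. Rate constants are normalized to DMSO controls.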
GALK inhibitor: blocks human galactokinase activity | P51570 | Purified GALK, Kinase-Glo residual ATP luminescence | Potency, µM (titrated, usually from 57.5 µM), without a hit: top-dose activity change, negative = inhibition, most hits filed as inhibitors | actives 0.007% (n = 270,000) | AID 1868; note: potency is the fitted concentration of half-maximal effect; % is set by controls: 0 for no effect and ±100 for the full control effect
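ATP-depletion format; final 35 uM ATP, 100 uM D-galactose, 5 nM enzyme; pH 8.0 HEPES/Mg2+ buffer; 60 min RT; luminescence read 10 min after detection reagent.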
MBNL1 CUG block: MBNL1-poly(CUG) RNA binding inhibition | Q9NR56 | TR-FRET MBNL1-His/biotin-(CUG)12 binding, 665/545 ratio | Potency, µM (top dose mostly 57.5 µM), for the others: at the highest dose activity change, negative = inhibition, usual class: inhibitors | actives 0.036% (n = 280,000); active = well fitted inhibition curve with a large enough effect in the signal ratio, with a control signal flat, not every such curve was filed as active; inconclusive = small, poorly fitted or top-dose-only effect, or effect the other way, or a change in a side signal; inactive = no such curve, though single readings can be large or run the other way; the % refers to the signal ratio; note: potency is the fitted concentration of half-maximal effect; % is set by controls: 0 for no effect and ±100 for the full control effect
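TR-FRET between His-tagged MBNL1 and biotin-(CUG)12 RNA, detected with Tb anti-His antibody (0.055 ng/ul) and streptavidin-XL665 (5 nM), 60 min at room temperature. Compounds titrated 92 nM to 58 uM; 665/545 nm ratio normalized to buffer and complex controls.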
a7 integrin act: activates integrin-mediated alleviation for muscular dystrophy; alpha7betagal myoblasts, beta-gal FDG fluorescence, 48 h; Potency, µM (doses to about 38.3 µM), without a hit: at the top dose activation, actives largely listed as activators; actives 0.064% (n = 350,000); AID 624291;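 note: potency is the fitted concentration of half-maximal effect; 100% = response of the positive control SU9516; nearly all actives have a fitted effect of over 60% in size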
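alpha7betagal+/- myoblasts (passage 13, 250/well) treated 48 h at 37C with compounds at 1:260 dilution of DMSO stock. Lysed, then beta-galactosidase activity read as FDG fluorescence (ex 480/em 540) after 30 min, with pre-read for autofluorescence.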
TRPV1 agonist: human TRPV1 agonism; activation, % at 8.33 µM; TRPV1-expressing cells, Fluo-8 calcium influx, agonist mode; AID 540275; actives 0.19% (n = 320,000); in the data active = activation above about 80%; inconclusive = between about 30% and that limit; note: 0% is about no effect
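Cells expressing TRPV1 were dye-loaded with Fluo-8 and read kinetically: 10 s baseline, 3 min after compound (agonist portion), then 2 min after EC20 capsaicin (allosteric enhancer portion). Calcium-bound dye fluorescence at 480/520 nm.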
ASM inhibitor: inhibitors of human secretory acid sphingomyelinase. actives 0.006% (n = 340,000). placental ASM, HMU-PC fluorogenic substrate, 60 min. Potency, µM (series often up to 57.5 µM), for inactives: at the top dose activity change, negative = inhibition, actives largely listed as inhibitors. P17405; note: potency is the fitted concentration of half-maximal effect
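Fluorescence read-out (Ex 386 nm, Em 447 nm) after stopping the reaction at pH 10. Enzyme: ASM from human placenta; substrate HMU-PC0, 9 uM final; 60 min, 37 °C. Compound preincubation 10 min, ambient temperature.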
MLL CXXC-DNA inh: inhibitors of human MLL CXXC domain-DNA interaction. Q03164. MLL-CXXC / FITC-HOXA9 DNA fluorescence polarization. Potency, µM (series often up to 115 µM), for inactives: top-dose activity change, negative = inhibition, usual class: inhibitors. actives 0.037% (n = 290,000). AID 2662; active = well fitted inhibition curve with a large enough effect in the polarisation, with a control signal flat, not every such curve was filed as active; inconclusive = small, poorly fitted or top-dose-only effect, or effect the other way, or a change in a side signal; inactive = no such curve, though single readings can be large or run the other way; the % refers to the polarisation; note: potency is the fitted concentration of half-maximal effect
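Purified MLL-CXXC (added from a 7 uM solution) was preincubated 5 min at ambient with pinned compounds in 50 mM Tris-HCl pH 7.5, 50 mM NaCl, 1 mM DTT, 0.05% BSA. Fluorescein-labeled HOX-A9 DNA (50 nM solution) followed, 30 min, then polarization read.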
FBPA coupling cs: coupling enzyme interference in Giardia aldolase counter-screen | coupling enzyme system counterscreen, AmpLite Red fluorescence | activity change, negative = inhibition, % at 58.2 µM, hits read low | actives 0.67% (n = 290,000) | AID 2472; in the data active = activity change below about -30%; note: % is set by controls: 0 for no effect and ±100 for the full control effect
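Counterscreen lacking aldolase: glyceraldehyde-3-phosphate coupling-enzyme reagent preincubated 10 min at RT with compound (at 57.5 uM final), then substrate/coupling system with AmpLite Red added; fluorescence read at 525/598 nm after 20 min RT.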
Numbers without * were called inactive; i = inactive; ? = inconclusive; . = not tested or not shown; & = joins results of further samples; [ ] = remark or other dose. Unless noted, calls come from the whole dose curve; as a rule, active = well fitted curve in the direction sought with a large enough effect; inconclusive = small, poorly fitted or top-dose-only effect, or another doubt; inactive = no such curve, though single readings can be large; an effect the other way counts as inactive or inconclusive. Compounds were not picked by outcome; overall some 2% were active at least once.

Compound	KCNH2 3.1 block	AT treatment	KCNH2 WT inh	GALK inhibitor	MBNL1 CUG block	a7 integrin act	TRPV1 agonist	ASM inhibitor	MLL CXXC-DNA inh	FBPA coupling cs
COc1ccc(CC(=O)Nc2ccc(S(=O)(=O)N(C)C3CCN(C)CC3)cc2)cc1	-2	1%	-3	.	.	8%	1	0%	.	.
O=C(N/N=C(\CC(=O)c1cccs1)C(F)(F)F)c1cccnc1	-2	-4%	-6	-2%	2%	-22%	8	1%	-1%	5
COC(=O)c1c(NC(=O)c2ccc(N(C)S(=O)(=O)c3ccc(C)cc3)cc2)sc2c1CCCC2	-1	-1%	-1	.	1%	-1%	-1	396%[activator]	10%	-1
COc1ccccc1NC(=O)COn1nnc2ccc(S(=O)(=O)N3CCOCC3)cc21	13	1%	4	0%	.	-31%	-4	-6%	6%	-1
C=CCn1c(SCC(=O)N(CC)C2CCS(=O)(=O)C2)nc2scc(-c3ccccc3)c2c1=O (stereo not given)	0	.	13	.	.	12%	.	-1%	.	.
O=C(c1ccccc1)N1CCC(=O)N1c1ccccc1	4	-1%	-3	1%	.	2%	2	4%	-5%	2
O=C(COc1ccccc1F)Nc1c2c(nn1-c1ccccc1)CS(=O)(=O)C2	-2	4%	23	5%	-15%	-17%	11	0%	-2%	-1
CN1c2ccccc2C(O)=C(C(=S)Nc2ccc(F)c(Cl)c2)S1(=O)=O	-9	-3%	-255*	-6%	4%	29%	-1	16%	-10%	9
CCOc1ccc(Cn2nnc(C(=O)NCc3ccccc3)c2N)cc1	1	-2%	-5	1%	1%	1%	2	0%	-2%	3
CC1CCN(C(=O)CSc2nc3c(c(=O)n2C)SCC3)CC1	-7	-20%	0	-4%	0%	0%	-4	1%	8%	.
COc1ccc(NC(=O)Nc2cc(C)ccc2OC(F)F)c(OC)c1	19	5%	-13	1%	-4%	-19%	1	-1%	11%	1
Cc1ccc(-n2cc(CN3CCC(O)(c4ccccn4)CC3)c(-c3ccc(F)cc3)n2)cc1	-73*	-3%	?	1%	-8%	-66%[inhibitor]	-3	0%	6%	5
Cc1nn(-c2ccccc2)c(Cl)c1/C=C1\C(=O)N(C)C(=S)N1C	-5	-19%	2	11%	17%	8%	20	-7%	22%	-1
Cc1[nH]c(C)c(S(=O)(=O)Nc2ccc(OC(F)(F)F)cc2)c1C(=O)N1CCCCC1	5	4%	-21	0%	-3%	10%	-2	1%	-7%	.
COCCCC1CCN(C(=O)c2cc(COc3ccc(C)nc3)on2)CC1	0	8%	-20	-6%	-10%	-33%	-9	0%	9%	.
COC1=CC(=O)[C@@]2([C@@H]1O)[C@@H](Cl)C[C@]13C(OC)=C(OC)C(=O)C[C@]21CCN3C	10	-1%	3	.	.	-20%	.	-1%	.	.
CCOc1ccc(OCC)c(-c2c(=O)n(OCc3ccc(C(C)(C)C)cc3)c3ccccc3[n+]2[O-])c1	-23	3%	6	7%	5%	-27%	4	-17%	2%	-1
OCC[C@H]1C[C@@H](O)[C@H](O)[C@@]2(CCc3ccccc3O2)O1	.	10%	.	.	.	2%	2	5%	.	.
COc1ccc(COC(=O)N/N=C(\C)CC(=O)Nc2c(C)cc(C)cc2C)cc1	13	-5%	6	1%	-2%	22%	-2	8%	2%	2
COc1cccc2[nH]c3c(N4CCN(Cc5ccc6c(c5)OCO6)CC4)ncnc3c12	.	-11%	.	2%	-9%	.	-7	.	-2%	0
Cc1csc(SCC(=O)Nc2nncs2)n1	15	1%	-5	6%	2%	22%	-1	-1%	3%	3
CCc1ccc(CN2CCC(n3nccc3NC(=O)c3ccccc3C)CC2)cc1	-101*	-9%	-4	9%	-6%	-54%[inhibitor]	16	-2%	6%	.
CCOc1ccc(OCC(=O)Nc2ccc(S(=O)(=O)Nc3cc(C)nc(C)n3)cc2)cc1	-1	2%	2	0%	0%	-12%	-1	0%	0%	3
O=S(=O)(Nc1ccc(Cl)cn1)c1ccc(Cl)cc1	17	0%	0	-3%	-9%	5%	-1	-2%	11%	9
O=C(COc1ccccc1Br)N1CCN(c2ccccc2)CC1	-15	.	1	3%	-11%	1%	-4	1%	3%	4
CCOc1ccc(N2CC(C(=O)Nc3ccc(S(=O)(=O)Nc4ncccn4)cc3)CC2=O)cc1 (stereo not given)	2	3%	9	0%	1%	15%	-2	-13%	13%	0
CC(=O)C[C@H](O)CC(=O)[C@@H]1OC(=O)[C@H](C)C/C=C\Cc2ccccc21	2	2%	6	.	.	19%	.	3%	.	.
O=C(O)c1ccccc1-c1ccccc1C(=O)NCc1ccccc1F	4	-4%	-5	2%	3%	-10%	4	2%	-1%	4
O=C(Nc1ccc2nc3n(c(=O)c2c1)CCCCC3)c1c(F)ccc([N+](=O)[O-])c1F	7	-24%	6	0%	?	-76%[inhibitor]	4	2%	?	.
COc1cccc(C2NC(=O)NC(C)=C2C(=O)Nc2cc(OC)ccc2OC)c1 (stereo not given)	-37	-8%	-11	2%	-9%	39%[7.66 µM]	9	-1%	-7%	-2
COC(=O)Nc1ccc(S(=O)(=O)N2CCCC(C(=O)N3CCOCC3)C2)cc1 (stereo not given)	-7	-3%	-7	-3%	5%	5%	4	6%	11%	4
O=C(NC(=S)Nc1ccc(NC(=O)c2ccco2)cc1)c1ccccc1	-10	4%	-3	3%	-5%	6%	14	9%	4%	2
CCN(CC(=O)Nc1ccc(OC(F)F)cc1)C1CCCCC1	-92*	13%	-8	6%	5%	0%	24	6%	-7%	-1
CCCNC(=O)c1ccccc1NC(=O)C1COc2ccccc2O1 (stereo not given)	-13	0%	-5	0%	0%	-6%	27	1%	9%	1
COc1ccc(OC)c(-c2cc(C3CCN(C(=O)OC(C)(C)C)CC3)[nH]n2)c1	6	-3%	2	4%	0%	-8%	-3	-6%	-12%	-2
CC(=O)c1ccc(NC(=O)c2c(C)nn(-c3ccccc3)c2Cl)cc1	9	-2%	-3	3%	?	-6%	-4	-3%	?	-11
O=C(NCc1ccccc1)c1ccc(OCC2CCCO2)cc1 (stereo not given)	8	3%	2	-3%	.	18%	7	-1%	-2%	0
CN(C)CCCNC(=O)c1cc(Br)ccc1O	-3	-5%	5	.	-7%	10%	-4	4%	4%	2
O=C(c1cc2c(s1)-c1ccccc1OC2)N1CCN(c2ccccc2)CC1	0	-14%	12	0%	186%[activator]	5%	-3	21%	14%	3
CC1CN(C(=O)c2cc3c(=O)n4ccccc4nc3n2C)CC(C)O1 (stereo not given)	8	22%	-9	5%	?	36%	-4	i	5%	.
C=CC[C@@H](CC(=O)OC(C)(C)C)C(=O)OC[C@H]1CCCN1C(=O)[C@@H](CC=C)CC(=O)N[C@H](CO)Cc1ccccc1	-8	3%	-5	.	.	-13%	.	-3%	.	.
O=C(CSc1nccn(-c2ccc(Br)cc2)c1=O)NCc1ccccc1	20	-1%	3	.	.	-8%	-5	41%[activator]	.	.
CCC1=C(OC(=O)N(CC)CC)N2C(=O)OC(=NCCc3c[nH]c4ccccc34)[C@]2(C)[C@H]2C1=CC[C@H]1C(=O)N(CC(=O)OC)C(=O)[C@H]12	1	-6%	4	4%	2%	8%	-1	2%	-3%	-6&0
C=CCn1c2ccccc2c(=O)c2cc(C#CC3(O)CCCCC3)ccc21	-3	25µM*	2	.	?	-35%	8	i	-7%	-25
O=C(N/N=C\C=C\c1ccc2c(c1)OCO2)C1COc2ccccc2O1 (stereo not given)	12	-12%	.	1%	37%[activator]	?	4	-5%	-1%	1
O=S(=O)(Nc1ccc(Oc2ncccn2)c(Cl)c1)c1ccc(F)cc1	-8	-2%	-1	0%	-30%	3%	-5	0%	-8%	-5
CCn1c2ccccc2c2cc(NC(C)=O)ccc21	-13	.	-7	0%	9%	21%	-6	-5%	-13%	-3
O=C(COC(=O)CCc1c[nH]c(=O)[nH]1)Nc1ccccc1	-5	5%	-13	4%	-6%	-4%	1	4%	-3%	2
Cn1cc(Cl)c(C(=O)NC2CCCCCC2)n1	-3	2%	-10	2%	4%	0%	1	18%	3%	1
O=C(O)CNC(=S)NCc1ccccc1	-10	-2%	-13	13%	-7%	17%	-5	2%	5%	0
CCOC(=O)C1[C@H]2C(=O)N(C(C)c3ccc(OC)cc3)C[C@]23C=C[C@H]1O3 (stereo not given in full)	-8	-2%	-2	2%	-6%	2%[7.66 µM]	-1	-1%	1%	2

Screening results: PubChem, National Center for Advancing Translational Sciences (NCATS)
